UPR CHOP act – activators of apoptotic CHOP UPR arm, primary screen, cell-based, CHO-CHOP luciferase reporter, luminescence, uHTS | UPR activation; percent of tunicamycin response over DMSO baseline | activation, % at 10 µM | actives 0.34% (n = 330,000) | AID 449763, 2010;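 active = at 10 µM dose, activation of 40% or more, normalized to positive control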;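 note: 100% = tunicamycin at 10 µg/mL and 0% = DMSO alone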
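System: CHO-CHOP luciferase reporter cell line; amount: 500 cells/well; buffer or medium: F12 medium containing 10% fetal bovine serum; incubation: 6 h compound exposure at 37 °C after overnight seeding; measured by: luciferase luminescence after 10 min with Steady-Glo reagent; evaluation: % reporter activation, DMSO baseline versus tunicamycin full activation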
Mdm2-MdmX inh – inhibitors of human Mdm2-MdmX association, primary screen, cell-based, luminescence, split luciferase, SaOS-2, uHTS; inhibition, % at 8 µM; actives 3% (n = 330,000); Protein Mdm4 (Homo sapiens) + E3 ubiquitin-protein ligase Mdm2 (Homo sapiens), …; SaOS-2 split-luciferase Mdm2/MdmX complementation;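 active = inhibition of at least 50% at 8 µM in the primary screen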
697 NFkB inh – inhibitors of PMA/ionomycin-induced NF-kB reporter, 697 cells, primary screen, B-cell NF-kB inhibitor project, cell-based, luminescence, uHTS; inhibition, % at 4 µM; actives 0.33% (n = 330,000); 697 B-cell NF-kB luciferase reporter, 16 h; in the data active = inhibition above about 35%
XBP1 UPR activ – activators of adaptive XBP1 UPR arm, primary screen, cell-based, CHO-XBP1 luciferase reporter, luminescence, uHTS. IRE1-XBP1 UPR activation; percent of tunicamycin response, DMSO as zero. actives 0.33% (n = 330,000). activation, % at 20 µM;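 active = versus positive control, 20 µM dose yields 30% or more activation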;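 note: 100% = tunicamycin at 10 µg/mL and 0% = DMSO only wells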
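Material: IRE1-XBP1 luciferase reporter CHO line / Quantity: one thousand reporter cells per well / Buffer or medium: F12 with 10% serum / Compound: 20 µM single concentration, DMSO 1% / Times: 6 h treatment, 37 °C / Detection: Steady-Glo luciferase glow luminescence, 10 min after reagent addition / Benchmarks: tunicamycin high, DMSO low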
APJ antagonist – antagonists of human apelin receptor APJ, primary screen, CHO-K1 cells, beta-arrestin complementation, luminescence; P35414; inhibition, % at 20 µM; actives 0.32% (n = 330,000);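 active = inhibition above about 40% at 20 µM, limit read from the data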;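 note: cells challenged with 10 nM apelin-13 agonist together with compound; plate controls were apelin-13 plus DMSO wells for no effect and DMSO wells lacking apelin-13 for full effect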
Target sequence (P35414 whole entry, looked up): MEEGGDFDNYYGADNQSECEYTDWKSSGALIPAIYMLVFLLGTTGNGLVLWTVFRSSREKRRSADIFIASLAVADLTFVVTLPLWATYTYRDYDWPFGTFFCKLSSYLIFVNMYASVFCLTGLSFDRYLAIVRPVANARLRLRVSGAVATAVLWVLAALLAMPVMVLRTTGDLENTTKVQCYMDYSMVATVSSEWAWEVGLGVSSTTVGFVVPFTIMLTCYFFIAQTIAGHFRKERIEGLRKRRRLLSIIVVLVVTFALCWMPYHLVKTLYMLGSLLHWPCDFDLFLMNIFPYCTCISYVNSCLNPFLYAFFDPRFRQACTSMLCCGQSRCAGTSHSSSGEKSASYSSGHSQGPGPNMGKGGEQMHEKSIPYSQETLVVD
Jurkat NFkB inh – inhibitors of induced NF-kB luciferase reporter, primary screen, TCR NF-kB activation inhibitor project, cell-based, luminescence, uHTS; inhibition, % at 4 µM; Jurkat, PMA/ionomycin-induced NF-kB luciferase reporter; actives 0.53% (n = 330,000); AID 435003, 2010; in the data active = inhibition above about 50%
tim23-1 inh – growth inhibitors of tim23-1 mutant yeast, primary screen, luminescence, uHTS. S. cerevisiae tim23-1 growth, BacTiter-Glo luminescence, 24 h. inhibition, % at 20 µM. actives 1.3% (n = 330,000). AID 463212, 2010;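 active = growth inhibition of the mutant yeast at or above 50%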;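 note: temperature-sensitive mutant grown at 25 °C; plate controls were DMSO-treated mutant yeast for no effect and medium wells lacking yeast for full effect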
APJ ag – agonists of human apelin receptor APJ, primary screen, CHO-K1 cells, PathHunter beta-arrestin, luminescence; 0% DMSO wells, 100% apelin; activation, % at 20 µM; actives 0.11% (n = 330,000);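 active = activation more than six SD over the plate average, tested at 20 µM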;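 note: 0% = DMSO alone and 100% = apelin-13 at 10 nM; some results filed as inactive read as strong as hits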
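Material: CHO-K1 APJ beta-arrestin complementation cell line; Input: cell density 1000 per well; Incubation: compound stimulation 90 min at 25 °C, detection 60 min; Signal: luminescence from split beta-galactosidase complementation, Galacton Star/Emerald II substrate; Controls: DMSO-only wells as negative, 10 nM Apelin-13 as positive control.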
* hit, by the source's call; · = not tested or not shown.

SMILES	UPR CHOP act	Mdm2-MdmX inh	697 NFkB inh	XBP1 UPR activ	APJ antagonist	Jurkat NFkB inh	tim23-1 inh	APJ ag
CN(CC(=O)Nc1ccccc1Cl)C(=O)COC(=O)CSc1ccc(Cl)cc1	1.4	14.0	4.0	-1.9	9.5	9.3	26.2	-1.2
COc1ccc(C(=O)COC(=O)CCn2nnc(-c3cccs3)n2)cc1	-2.0	1.4	13.6	-1.9	22.6	5.5	-4.2	-1.8
CN(CC(=O)Nc1cc(Cl)ccc1Cl)C1CCS(=O)(=O)C1 (configuration not stated)	1.4	-9.7	4.6	-0.8	-9.5	-7.9	-9.8	-4.8
CCOc1ccc(N2C(=O)S/C(=C\c3ccc(O)c(OCC)c3)C2=O)cc1	1.0	-30.9	0.8	-2.2	18.7	-9.5	13.9	-4.9
CN(C)CCCN(C(=O)c1cc2cc([N+](=O)[O-])ccc2s1)c1nc2cc3c(cc2s1)OCCO3	-8.9	96.8*	25.2	-8.7	-3.6	-67.2	8.8	42.6*
Cc1cc(-c2ccccc2)nc(N/N=C/c2ccco2)n1	7.8	-31.2	-22.5	6.8	6.7	-23.7	41.9	-4.5
COc1ccc(C(=O)OCCN2CCOCC2)cc1	0.6	20.4	-10.8	-2.0	0.1	-22.2	19.1	-3.4
CCCCC(=O)N(c1ccc(C)c(C)c1)C1C=CS(=O)(=O)C1 (configuration not stated)	-1.1	-16.5	-13.0	-0.3	8.2	-27.4	6.4	0.0
C/C(=N\NC(=O)c1sccc1C)c1cccnc1	4.8	10.8	-10.4	-6.7	-0.2	-24.4	-1.4	4.5
O=S(=O)(Nc1ncnc2scc(-c3ccc(F)cc3)c12)c1cc(F)ccc1F	-0.6	-23.2	-13.4	-0.7	0.4	3.3	27.0	-1.3

Record cards (already shown). Order of values: UPR CHOP act	Mdm2-MdmX inh	697 NFkB inh	XBP1 UPR activ	APJ antagonist	Jurkat NFkB inh	tim23-1 inh	APJ ag
Results for CN(C)CCCN(C(=O)c1cc2cc([N+](=O)[O-])ccc2s1)c1nc2cc3c(cc2s1)OCCO3 = -8.9	96.8*	25.2	-8.7	-3.6	-67.2	8.8	42.6*
Results for CN(CC(=O)Nc1cc(Cl)ccc1Cl)C1CCS(=O)(=O)C1 (configuration not stated) = 1.4	-9.7	4.6	-0.8	-9.5	-7.9	-9.8	-4.8
Results for Cc1cc(-c2ccccc2)nc(N/N=C/c2ccco2)n1 = 7.8	-31.2	-22.5	6.8	6.7	-23.7	41.9	-4.5
Results for CCOc1ccc(N2C(=O)S/C(=C\c3ccc(O)c(OCC)c3)C2=O)cc1 = 1.0	-30.9	0.8	-2.2	18.7	-9.5	13.9	-4.9
Results for O=S(=O)(Nc1ncnc2scc(-c3ccc(F)cc3)c12)c1cc(F)ccc1F = -0.6	-23.2	-13.4	-0.7	0.4	3.3	27.0	-1.3

The list goes on.
SMILES	UPR CHOP act	Mdm2-MdmX inh	697 NFkB inh	XBP1 UPR activ	APJ antagonist	Jurkat NFkB inh	tim23-1 inh	APJ ag
COc1ccccc1CNc1nc(S(=O)(=O)c2ccccc2)c(Cl)s1	-1.2	8.5	-6.1	-4.5	9.9	3.4	29.7	-0.8
O=C(CN(c1ccccn1)S(=O)(=O)c1ccc(F)cc1)Nc1ccc(F)cc1F	0.0	21.1	0.4	-1.4	7.6	1.3	-1.4	-1.8
Cn1cccc/c1=N\c1cccc[n+]1C	-0.4	5.5	-13.6	0.1	1.0	22.9	-8.7	-2.3
COc1cccc(OC)c1C(=O)NNC(=O)c1ccccc1-n1cccc1	-1.8	13.5	13.3	0.0	-21.6	1.4	-4.2	-1.9
CCOc1ccc(/C=N/Nc2nc(=O)[nH]nc2C)cc1OC	2.2	23.7	10.4	0.1	3.7	-4.4	6.4	-1.0
COc1ccc(OC)c(S(=O)(=O)NCc2ccccn2)c1	-0.2	11.0	12.2	1.7	10.3	4.7	16.0	-2.6
Cn1cccc1/C=N/N1CCN(c2ccccn2)CC1	1.4	-29.8	-38.5	5.7	1.6	-4.6	8.7	0.3
COc1ccc(CCNC(=O)C2CC3Cn4c(nc5ccccc54)C3N2c2ccccc2)cc1 (configuration not stated)	-2.0	13.0	10.1	-2.9	-8.3	5.3	-1.8	6.3
CCOC(=O)C1(Cc2ccccc2)CCN(Cc2cnn(CC)c2)CC1	0.4	10.1	-13.7	-1.1	-2.2	-4.0	-1.4	1.2
CCC(C)Sc1nnc(CSc2nc(C)cc(C)n2)n1C (configuration not stated)	-1.1	-5.9	-6.7	-2.7	-3.5	-0.5	16.9	-0.8
COC(=O)C(NC(=O)COc1ccccc1)(Nc1nc2c(s1)CCCC2)C(F)(F)F (configuration not stated)	0.4	13.6	4.4	0.1	2.3	-19.4	15.3	-4.4
CC1CC(C)CN(S(=O)(=O)N2CCCC(C(=O)NCc3ccccc3Cl)C2)C1 (configuration not stated)	0.2	1.6	-30.1	-3.9	4.1	0.1	22.4	4.1
CC(C)(C)C(=O)NC(=S)Nc1ccccn1	1.5	-19.8	-18.7	-2.0	-15.9	-5.8	11.4	0.5
CCNc1[nH]c(=O)n(C)c(=O)c1N=O	0.4	-27.3	2.9	0.6	5.8	1.1	10.1	1.8
Cc1cc(C(=O)N2CCc3c([nH]c4ccccc34)C2c2cccc(Cl)c2)nn1C (configuration not stated)	2.9	28.8	4.0	-1.6	7.3	11.9	35.3	-2.1
COc1ccc(CNC(=S)NCc2ccc(F)cc2)cc1OC	0.1	-4.7	-76.0	-0.8	-11.4	21.8	10.1	8.4
COc1ccccc1CNC(=O)CCc1ccccc1	1.3	-21.8	-3.7	-1.8	3.8	3.8	3.6	-2.7
Cc1ccc(OCC(COCc2ccccc2)NC(C)C)cc1 (configuration not stated)	0.6	8.1	9.8	-1.7	13.1	10.1	-8.6	-3.0
COc1ccc(S(=O)(=O)N/N=C\c2ccc3c(c2)OCO3)c(OC)c1	-2.7	29.1	-19.3	-8.6	-5.4	16.0	-8.5	-0.2
Cc1cn2c(nc(=O)c3cccnc32)s1	1.0	20.3	17.4	-2.4	7.4	-6.2	14.6	-3.7

Quoted at random: five records from the list
SMILES	UPR CHOP act	Mdm2-MdmX inh	697 NFkB inh	XBP1 UPR activ	APJ antagonist	Jurkat NFkB inh	tim23-1 inh	APJ ag
CC(C)(C)C(=O)NC(=S)Nc1ccccn1	1.5	-19.8	-18.7	-2.0	-15.9	-5.8	11.4	0.5
Cc1cc(C(=O)N2CCc3c([nH]c4ccccc34)C2c2cccc(Cl)c2)nn1C (configuration not stated)	2.9	28.8	4.0	-1.6	7.3	11.9	35.3	-2.1
COc1ccccc1CNC(=O)CCc1ccccc1	1.3	-21.8	-3.7	-1.8	3.8	3.8	3.6	-2.7
COC(=O)C(NC(=O)COc1ccccc1)(Nc1nc2c(s1)CCCC2)C(F)(F)F (configuration not stated)	0.4	13.6	4.4	0.1	2.3	-19.4	15.3	-4.4
Cc1ccc(OCC(COCc2ccccc2)NC(C)C)cc1 (configuration not stated)	0.6	8.1	9.8	-1.7	13.1	10.1	-8.6	-3.0

Next records
SMILES	UPR CHOP act	Mdm2-MdmX inh	697 NFkB inh	XBP1 UPR activ	APJ antagonist	Jurkat NFkB inh	tim23-1 inh	APJ ag
Cc1ccc(C)c(N2N=C(C(=O)OCc3nnc(-c4ccccc4)o3)CCC2=O)c1	-0.1	-2.5	9.0	-2.3	3.8	16.3	1.6	2.0
Cc1ccc(S(C)(=O)=O)cc1S(=O)(=O)Nc1ccccc1	0.9	-12.7	-6.7	0.8	5.3	14.3	14.4	3.8
Cc1ccc(NC(=O)C2CCN(S(=O)(=O)c3ccc4c(c3)NC(=O)C(C)S4)CC2)cc1C (configuration not stated)	4.5	33.0	12.0	-8.6	-15.8	12.2	10.7	5.0
N/C(=N\OS(=O)(=O)c1ccccc1)c1ccncc1	-3.5	-13.0	-5.3	-0.5	-108.5	-19.2	23.3	12.9
Cc1[nH]c2ccc(OCc3ccccc3)cc2c1CCN1C(=O)OC(C)(C)C1(C)O (configuration not stated)	0.3	22.1	13.1	-0.6	5.5	-1.8	18.3	3.0
Cc1ccc2nc(C)cc(C(=O)OCC(=O)Nc3c(C)n(C)n(-c4ccccc4)c3=O)c2c1	-1.0	-3.0	15.4	-2.7	-8.2	2.1	1.0	-0.5
CC(=O)NC1C(=O)Nc2c(C)cc(C)cc21 (configuration not stated)	-2.1	-37.7	18.3	4.3	0.9	-0.6	8.8	-2.0
CC(C)=C(NC(=O)c1ccccc1)C(=O)Nc1ccc(C(=O)O)cc1	-0.8	6.7	-3.2	0.2	-1.5	-3.5	2.4	-4.2
Cc1ccc(C)c(S(=O)(=O)N2CCN(CC(=O)Nc3ccc4c(c3)CCC4)CC2)c1	0.4	-7.4	1.3	-0.8	-9.1	4.0	31.2	-4.3
O=C(NS(=O)(=O)c1ccc(NC(=O)C2CCCO2)cc1)c1ccccc1 (configuration not stated)	0.6	13.3	-8.3	-0.7	-18.5	-24.7	20.5	0.1
CCC(C(=O)Nc1nc(C)c(C(=O)OC)s1)c1ccccc1 (configuration not stated)	0.2	-10.3	8.1	-0.5	8.6	6.4	35.1	-1.8
CCOC(=O)C1CCCN(c2c(N3CCN(C4CCCCC4)CC3)c(=O)c2=O)C1 (configuration not stated)	-1.5	21.8	22.7	0.1	8.6	-5.3	-6.2	-2.8
O=C(NCCN1CCN(Cc2ccccc2)CC1)C1CC(=O)N(C2CCCC2)C1 (configuration not stated)	0.8	14.0	-4.4	-1.0	9.5	-10.8	-12.0	0.9
COc1cc(OC)c(CNC2CCCCCC2)cc1Br	-1.9	25.4	-1.4	-2.0	6.3	0.5	0.2	-3.9
NC(=O)C[n+]1cccc(C(N)=O)c1	-6.3	9.2	-31.5	1.0	-16.6	-43.9	18.0	-0.8
CC/C(=N/Nc1ccccc1Cl)c1cnnc(-c2ccccc2)n1	-0.7	-1.7	0.7	2.9	-5.9	-19.6	10.6	-0.1
Cc1ccc(S(=O)(=O)NOCc2ccccc2)cc1	3.0	3.7	11.7	1.6	·	·	27.2	·

Screening results from PubChem BioAssay.
